# CHT PAM – CHT positive allosteric modulators, primary screen, cell-based, membrane potential dye, choline EC20; High affinity choline transporter 1 (Homo sapiens), Q9GZV3; B-score at 10 µM; CHT-expressing cells; stronger effect = higher value; LV-AA mutant CHT in HEK293 cells; 310,000 tested, 0.49% active;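 active means initial fluorescence not abnormally high and integrated response B-score, plate-corrected, over 3 SD above library mean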
# Target sequence (Q9GZV3 whole entry, looked up): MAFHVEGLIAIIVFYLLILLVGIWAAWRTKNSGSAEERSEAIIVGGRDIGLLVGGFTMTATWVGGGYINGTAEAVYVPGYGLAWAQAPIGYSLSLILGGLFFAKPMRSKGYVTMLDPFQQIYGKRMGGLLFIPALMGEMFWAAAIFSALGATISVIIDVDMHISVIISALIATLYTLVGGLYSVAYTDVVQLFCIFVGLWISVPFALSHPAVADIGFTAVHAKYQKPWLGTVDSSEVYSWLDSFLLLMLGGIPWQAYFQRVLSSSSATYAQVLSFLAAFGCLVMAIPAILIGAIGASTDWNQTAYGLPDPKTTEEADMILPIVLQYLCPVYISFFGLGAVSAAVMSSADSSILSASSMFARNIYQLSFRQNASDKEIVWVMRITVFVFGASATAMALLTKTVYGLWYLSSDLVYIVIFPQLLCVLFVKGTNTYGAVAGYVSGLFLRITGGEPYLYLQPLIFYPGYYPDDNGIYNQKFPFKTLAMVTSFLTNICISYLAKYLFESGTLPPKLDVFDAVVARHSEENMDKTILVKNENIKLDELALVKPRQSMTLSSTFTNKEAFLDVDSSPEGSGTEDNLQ
# CHT block – inhibitors of human choline transporter CHT | CHT-expressing cells, membrane potential dye, choline response; stronger effect = lower value | B-score at 10 µM | 310,000 tested, 0.86% active | High affinity choline transporter 1 (Homo sapiens), Q9GZV3;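 active means B-score over 3 SD under the library average, and starting fluorescence ratio not unusually high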;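 further: choline stimulus applied at its EC90 after an EC20 pre-addition; B-score computed on integrated fluorescence ratio after choline addition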
# Calls only; i = inactive.
SMILES,CHT PAM,CHT block
CC(=O)Nc1ccc(S(=O)(=O)N2CCN(S(=O)(=O)N3CCOCC3)CC2)cc1,i,i
CC(/C=N\NC(=O)c1ccc2c(c1)OCO2)c1ccccc1 (centres undefined),i,i
COc1ccc(C(CNC(=O)Cc2ccccc2)N2CCCCC2)cc1 (centres undefined),i,i
Cc1cccc(OCCCC(=O)Nc2ccc(S(N)(=O)=O)cc2)c1C,i,i
Cc1[nH]c2ccccc2c1/C=N/NC(=O)c1cccc([N+](=O)[O-])c1,i,i
Cc1onc(-c2ccccc2)c1C(=O)/C=C/N(C)C,i,i
COc1cccc(C(=O)COc2ccc3c(C)c(Cc4ccccc4)c(=O)oc3c2)c1,i,i
CCOc1ccc(-n2c(=O)c3sccc3n(CC(=O)Nc3cccc(OC)c3)c2=O)cc1,i,i
O=C(N/N=C/c1ccco1)c1cc(-c2ccc(Cl)cc2)n[nH]1,i,i
CCOC(=O)C1=C(C)NC(C)=C(C(=O)OCC)C1C(=O)OCC(=O)N1CCc2ccccc2C1,i,i
O=C1c2ccccc2-c2cccc(C(=O)N3CCCCCC3)c21,i,i
O=C(NCC1CCCN1S(=O)(=O)c1cccs1)C(=O)Nc1cccc(F)c1 (centres undefined),i,i
COc1ccc(C2c3cc(OC)c(OC)cc3CCN2C(=O)c2ccccc2Br)cc1OC (centres undefined),i,i
CCCCc1cc(=O)oc2cc(C)cc(OCC(=O)NCC3CCC(C(=O)O)CC3)c12 (centres undefined),i,i
Cc1cc(-c2cc(C(=O)Nc3ccccc3)on2)nc(NCC2CC2)n1,i,i
COc1ccc(OS(=O)(=O)Cc2ccccc2)cc1,i,i
COC(C/C=C/[C@H](O)[C@H](C)OCc1ccccc1)OC,i,i
Cc1ccc(/C=N/NC(=O)c2nnn(-c3nonc3N)c2CN(C)C)s1,i,i
CCOC(=O)C(=O)C1=C(N2CCOCC2)/C(=C\c2ccc(F)cc2)CC1,i,i
Cc1cc(O)c(C2=Nc3ccccc3SC(c3ccc(Cl)cc3)C2)c(=O)o1 (centres undefined),i,i
CCC(C)(C)c1nnc(NC(=O)C2CC(=O)N(CCc3ccc(F)cc3)C2)s1 (centres undefined),i,i
CCc1nnc(NC(=O)NCN2C(=O)C3C4C=CC(C4)C3C2=O)s1 (centres undefined),i,i
CC(C)c1ccc(S(=O)(=O)N2CCN(C(=O)C3CC3C)CC2)cc1 (centres undefined),i,i
CCOC(=O)/C(=C\c1cn(C)c2ccccc12)[N+](=O)[O-],i,i
CCCCNC(=O)C(c1ccc(OCC(=O)OC)c(C(=O)OC)c1)N(CCOC)C(=O)CCCCCN1C(=O)NC(c2ccc(-c3ccccc3)cc2)C(C(=O)OCc2ccccc2)=C1C (centres undefined),i,i
Cc1ccccc1NS(=O)(=O)c1ccc2[nH]c(=O)[nH]c2c1,i,i
COc1ccc(S(=O)(=O)Nc2cccnc2)cc1,i,i
CCC(Sc1ncccc1C(=O)OC(C)C)C(=O)N1CCOCC1 (centres undefined),i,i
Cc1c(NC(=O)COC(=O)COc2ccc(Nc3ccccc3)cc2)c(=O)n(-c2ccccc2)n1C,i,i
CCOc1c2ccc(C(=O)NCc3cc(C(F)(F)F)cc(C(F)(F)F)c3)cc2nn1C,i,i
COC(=O)C1=C(C)Nc2nnnn2C1c1ccco1 (centres undefined),i,i
O=C(Nc1ccc(Cl)cc1)c1ccc2c(=O)n3c(nc2c1)CCCCC3,i,i
CN(CCOc1ccccc1)CC(O)COc1ccccc1 (centres undefined),i,i
Cc1cccc2c(C(=O)O)c3c(nc12)CCCCC3,i,i
O=C(Nc1ccc2c(c1)OCCO2)C1CCCN1S(=O)(=O)c1cccc2cccnc12 (centres undefined),i,i
Cn1c(=O)cc(N2CCCCC2)[nH]c1=O,i,i
COc1c2ccc(C(=O)NCCCCc3ccccc3)cc2nn1C,i,i
O=C(NCC1CCCO1)c1cc2ccccc2o1 (centres undefined),i,i
Cc1nn(-c2nc3ccccc3n2Cc2ccccc2)c2c1C(=O)CC(C)(C)C2,i,i
O=C(c1ccccc1)N1CCN(C(=O)C23CC4CC(CC(C4)C2)C3)CC1,i,i
COc1ccccc1OCCn1cc(C(=O)C(C)C)c2ccccc21,i,i
O=C(CCC(=O)N1CCSc2ccccc21)Nc1cccc(F)c1,i,i
Cc1cc(C)c2c(-n3cccc3)nn(CC#N)c2n1,i,i
CCOC(=O)C1CCCN(S(=O)(=O)c2cnc(Cl)c(Br)c2)C1 (centres undefined),i,i
CCCOc1ccc(-c2c(C(=O)N/N=C/c3cccnc3)nnn2-c2nonc2N)cc1,i,i
CO/N=C(\c1ccccc1)c1cccnc1,i,i
Cc1nc(N2CCN(C(=O)c3ccco3)CC2)c2c3c(sc2n1)CC(C)CC3 (centres undefined),i,i
O=C(NNC(=O)c1cccnc1SCc1cccc([N+](=O)[O-])c1)c1ccc(F)cc1,i,i
CCC(OC(=O)CNS(=O)(=O)c1ccccc1)C(=O)c1ccccc1 (centres undefined),i,i
CC(C(=O)NCc1cccs1)n1cccc1 (centres undefined),i,i
CCOC(=O)N1CCN(C(=O)c2ccc3c(c2)N(CC)CCS3)CC1,i,i
OC1(c2ccc(Br)cc2)CN(c2ccccc2)C2=[N+]1CCS2 (centres undefined),i,i
C=CCOc1cccc(CNCCCN2CCOCC2)c1,i,i
CCOC(=O)C1=C(C)NC(=O)N(C(C)=O)C1c1ccc(Cl)cc1 (centres undefined),i,i
CNC(=O)c1ccsc1NC(=O)CCS(=O)(=O)c1ccc(F)cc1,i,i
CC(C)(C)Sc1ccc(/C=N/O)cc1[N+](=O)[O-],i,i
Cc1cccc(CSc2ccc(-c3ccco3)nn2)c1,i,i
OCC1(Cc2ccccc2)CCCN(Cc2cnn(-c3ccccc3)c2)C1 (centres undefined),i,i
COc1ccccc1N1CCN(C(=O)c2ccc(C(C)(C)C)cc2)CC1,i,i
Cc1ccc(S(=O)(=O)c2nnn3c2nc(NC2CCN(Cc4ccccc4)CC2)c2ccccc23)cc1C,i,i
# (more compounds)
SMILES,CHT PAM,CHT block
CN1CCN(S(=O)(=O)c2cccc(C(=O)Oc3ccccc3Cl)c2)CC1,i,i
CCCCn1c(N)c(N(CCOC)C(=O)c2ccc(Cl)c(S(=O)(=O)N3CCCCC3)c2)c(=O)[nH]c1=O,i,i
CCOC(=O)c1c(NC(=O)CN2CCN(C)CC2)sc(C(=O)Nc2ccccc2)c1C,i,i
S=c1[nH]nc(-c2cccs2)n1/N=C/c1cn(-c2ccccc2)nc1-c1cccs1,i,i
CCNS(=O)(=O)c1cc(OC)ccc1OC,i,i
O=C(Nc1ccc(N2CCCC2)cc1)C(c1ccccc1)c1ccccc1,i,i
Cc1ccnc(NC(=O)c2ccc(NS(=O)(=O)/C=C/c3ccccc3)cc2)c1,i,i
C=CCNCCCCOc1ccccc1-c1ccccc1,i,i
CCOc1ccc(C(=O)NCC(=O)N2CCC3(CC2)NCCc2[nH]cnc23)cc1,i,i
O=C(/C=C/c1cccc(Cl)c1)c1nc2ccccc2[nH]1,i,i
COc1ccc2cc(C(=O)Nc3ccc(F)cc3)sc(=O)c2c1OC,i,i
COc1ccc(NC(=O)CSc2nn3c(=O)c(C)nnc3s2)cc1,i,i
COc1ccc(NC(=O)C2CCN(C(=O)c3ccccc3)CC2)c(OC)c1,i,i
COc1ccc(C=O)cc1COc1ccccc1F,i,i
Brc1ccc(-c2noc(C3CCCCC3)n2)cc1,i,i
CCCNC(=O)NC(=O)CSc1nc2cc(C(=O)OC)ccc2c(=O)n1-c1ccccc1,i,i
O=C(CC1C(=O)NCCN1C(=O)c1ccc([N+](=O)[O-])cc1)Nc1ccc(F)cc1 (centres undefined),i,i
Cn1c(=O)c(Oc2ccc(Cl)cc2)c(O)c2ccccc21,i,i
CC(C)Cn1c(CCC(=O)O)ccc1-c1cccs1,i,i
CCOc1ccc(C)cc1-n1nc2ccccc2n1,i,i
COc1ccc(OC)c(NC(=O)C2CCN(c3cc(-c4ccccc4)nc4ncnn34)CC2)c1,i,i
Cc1ccc([N+](=O)[O-])cc1NC(=O)CSc1nncc2ccccc12,i,i
O=C(c1ccc(F)c(S(=O)(=O)N2CCOCC2)c1)N1CCc2ccccc21,i,i
COC(=O)c1c(NC(=O)C2CC2)sc2c1CCCC2,i,i
Cc1ccc(NC(=O)CCC(=O)c2cccs2)c(O)c1,i,i
Cc1nn(C)c(Oc2ccc(Cl)cc2)c1C=O,i,i
COc1ccccc1C(=O)N/C(=C\c1ccc(Br)cc1)C(=O)NCCC(=O)O,i,i
COc1ccc(C(c2nnnn2C2CCCCC2)N2CCN(c3ccc(OC)cc3)CC2)cc1 (centres undefined),i,i
O=C(COC(=O)c1ccc(O)cc1O)Nc1ncc(Cl)cc1Cl,i,i
CC(=O)N1c2ccc(S(=O)(=O)N3CCC(C(=O)N4CCN(c5ccccc5F)CC4)CC3)cc2CC1C (centres undefined),i,i
COCc1cc(=O)n2c(-c3ccccc3OC)n[nH]c2n1,i,i
Cc1cccc(Nc2nc(-c3ccc(O)cc3O)cs2)n1,i,i
Cc1ccc(C)c(N2C(=N)S/C(=C\c3ccc(-c4ccccc4C(=O)O)o3)C2=O)c1,i,i
CCn1c(SCC(=O)Nc2ccc3c(c2)OCCO3)nnc1-c1ccncc1,i,i
CCOC(=O)C1=C(C)N(CCCCCC(=O)O)C(=O)NC1c1cccc([N+](=O)[O-])c1 (centres undefined),i,i
Cc1cc(C)c(S(=O)(=O)N(C)CC(=O)NCc2ccccn2)c(C)c1,i,i

# For convenience, part of the list above.
SMILES,CHT PAM,CHT block
Brc1ccc(-c2noc(C3CCCCC3)n2)cc1,i,i
CCCNC(=O)NC(=O)CSc1nc2cc(C(=O)OC)ccc2c(=O)n1-c1ccccc1,i,i
O=C(CC1C(=O)NCCN1C(=O)c1ccc([N+](=O)[O-])cc1)Nc1ccc(F)cc1 (centres undefined),i,i
Cn1c(=O)c(Oc2ccc(Cl)cc2)c(O)c2ccccc21,i,i
CC(C)Cn1c(CCC(=O)O)ccc1-c1cccs1,i,i
CCOc1ccc(C)cc1-n1nc2ccccc2n1,i,i
COc1ccc(OC)c(NC(=O)C2CCN(c3cc(-c4ccccc4)nc4ncnn34)CC2)c1,i,i
Cc1ccc([N+](=O)[O-])cc1NC(=O)CSc1nncc2ccccc12,i,i
O=C(c1ccc(F)c(S(=O)(=O)N2CCOCC2)c1)N1CCc2ccccc21,i,i
COC(=O)c1c(NC(=O)C2CC2)sc2c1CCCC2,i,i
Cc1ccc(NC(=O)CCC(=O)c2cccs2)c(O)c1,i,i
Cc1nn(C)c(Oc2ccc(Cl)cc2)c1C=O,i,i
COc1ccccc1C(=O)N/C(=C\c1ccc(Br)cc1)C(=O)NCCC(=O)O,i,i
COc1ccc(C(c2nnnn2C2CCCCC2)N2CCN(c3ccc(OC)cc3)CC2)cc1 (centres undefined),i,i
O=C(COC(=O)c1ccc(O)cc1O)Nc1ncc(Cl)cc1Cl,i,i
CC(=O)N1c2ccc(S(=O)(=O)N3CCC(C(=O)N4CCN(c5ccccc5F)CC4)CC3)cc2CC1C (centres undefined),i,i
COCc1cc(=O)n2c(-c3ccccc3OC)n[nH]c2n1,i,i
Cc1cccc(Nc2nc(-c3ccc(O)cc3O)cs2)n1,i,i
Cc1ccc(C)c(N2C(=N)S/C(=C\c3ccc(-c4ccccc4C(=O)O)o3)C2=O)c1,i,i

# (list continues)
SMILES,CHT PAM,CHT block
CC1CC(=O)N(c2ccc(N(C)Cc3ccccc3)c([N+](=O)[O-])c2)C1=O (centres undefined),i,i
Cc1ccc(OCC(O)CN2C(=O)NC(C)(C)C2=O)cc1C (centres undefined),i,i
O=C(NCc1ccncc1)c1cncc(Br)c1,i,i
CCOc1ccc2noc3c2c1C(=O)c1ccccc1-3,i,i
COc1ccc(C(C)=O)cc1COC(=O)CSC(C)C(=O)Nc1cc(C)on1 (centres undefined),i,i
CCOc1ccc(Br)cc1S(=O)(=O)Nc1ccccc1N1CCOCC1,i,i
CC1=C(C)CC2C(=O)N(c3cccc4ccccc34)C(=O)C2C1 (centres undefined),i,i
CCCC(C)NNC(=O)c1cc2ccccc2[nH]1 (centres undefined),i,i
O=C1NC(c2ccccc2Br)=N/C1=C\c1ccco1,i,i
CC(C)(C)n1nnnc1C(c1cccc(C#N)c1)N1CCCc2ccccc21 (centres undefined),i,i
c1ccc(CSc2ncnc3c2oc2ccccc23)cc1,i,i
COc1c(C(=O)Nc2ccc3[nH]c(=O)[nH]c3c2)cc2ccccc2c1Br,i,i
COc1ccc(-c2ccc(OC)cc2C(=O)O)cc1,i,i
O=C(Nc1ccncc1)c1ccc2c(c1)C(=O)N(C1CCCCC1)C2=O,i,i
CCOC(=O)N1CCN(S(=O)(=O)c2ccc(F)c(C(=O)Nc3cc(C)cc(C)c3)c2)CC1,i,i
COc1ccccc1OCC(=O)N1CCCC(Nc2cccc(F)c2)C1 (centres undefined),i,i
CCOc1cc(C=C2C(=O)c3ccccc3C2=O)ccc1OCC(=O)Nc1ccc(C)cc1,i,i
Cc1cc(C)c(C)c(S(=O)(=O)NCc2ccc(C(=O)N3CCOCC3)cc2)c1C,i,i
CCOc1c(C)cc(S(=O)(=O)NCc2cccnc2)c(C)c1C,i,i
Cc1ccc(CNC(=O)Cc2csc(Nc3nc(=S)[nH]c4ccccc34)n2)cc1,i,i
CCOC(=O)C(NC(=O)c1ccc(OC)cc1)(Nc1cc(C)on1)C(F)(F)F (centres undefined),i,i
Cc1cc(C)n(-c2cc(N3CCN(S(=O)(=O)c4ccc(Br)cc4)CC3)ccc2[N+](=O)[O-])n1,i,i
CCOC(=O)c1[nH]c(C)c(C(=O)N(C)C)c1C,i,i
CC(=O)Cc1nsc(Nc2ccccc2)n1,i,i
O=CN1CCN(C(=O)Cc2ccc([N+](=O)[O-])cc2)CC1,i,i
Cc1nnc(SCC(=O)Nc2cccc(C(F)(F)F)c2)n1Cc1ccco1,i,i
CN1CCN(c2ccccc2NC(=S)NC(=O)c2cc3ccccc3o2)CC1,i,i
COc1ccc(NC(=O)C2CCN(C(=O)c3ccco3)CC2)c(OC)c1,i,i
